# MITF primary – MITF inhibitors, primary screen, biochemical, AlphaScreen, human. AlphaScreen MITF homodimerization, bead proximity signal. Microphthalmia-associated transcription factor (Homo sapiens), O75030. AID 1259374, 2018. 0.91% of 650,000 active. inhibition, % at 2.6 µM; in the data active means inhibition above about 50%;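 further: 0% = vehicle wells with protein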
# Target sequence (O75030 whole entry, looked up): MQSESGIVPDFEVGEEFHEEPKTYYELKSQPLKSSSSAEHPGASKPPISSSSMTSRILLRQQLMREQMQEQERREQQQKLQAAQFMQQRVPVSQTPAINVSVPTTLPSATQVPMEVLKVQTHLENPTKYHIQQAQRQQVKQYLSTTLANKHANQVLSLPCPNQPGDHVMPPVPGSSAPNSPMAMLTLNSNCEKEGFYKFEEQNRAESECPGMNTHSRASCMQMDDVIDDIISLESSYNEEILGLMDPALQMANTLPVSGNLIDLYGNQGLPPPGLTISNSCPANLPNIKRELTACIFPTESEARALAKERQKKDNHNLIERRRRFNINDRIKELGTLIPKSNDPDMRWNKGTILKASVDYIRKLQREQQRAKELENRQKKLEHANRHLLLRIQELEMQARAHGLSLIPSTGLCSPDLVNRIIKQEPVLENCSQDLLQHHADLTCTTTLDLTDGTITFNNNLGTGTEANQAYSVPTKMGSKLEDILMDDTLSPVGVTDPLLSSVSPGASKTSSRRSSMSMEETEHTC
# TEAD-YAP inh – TEAD-YAP interaction inhibition, primary screen, TEAD-YAP interaction inhibitor project, luminescence, HEK-TIYL cells; TEAD-Gal4/YAP UAS-luciferase luminescence; inhibition, % at 9.12 µM; 1.4% of 640,000 active; AID 1259422, 2018; in the data active means inhibition above about 32%;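 further: 0% = median of test compound wells and 100% = reference inhibitor wells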
# FBW7 activator – FBW7 E3 ligase activators, primary screen, biochemical, AlphaScreen, human | 0.13% of 650,000 active | normalized activity (activation), % at 26.1 µM | F-box/WD repeat-containing protein 7 (Homo sapiens), Q969H0 | AlphaScreen FBW7–phospho-cyclin E peptide binding, activator screen; in the data active means normalized activity above about 1.9%;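 further: purified mutant Fbw7 with reduced substrate affinity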
# GPR151 activ – activators of human GPR151, primary screen, cell-based, PathHunter beta-arrestin, luminescence | G-protein coupled receptor 151 (Homo sapiens), Q8TDV0 | PathHunter beta-arrestin GPR151 cells | activation, % at 11.2 µM | 1% of 650,000 active | AID 1508602, 2020; in the data active means activation above about 4.9%;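 further: 0% = median of compound wells and 100% = cells with positive control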
# Target sequence (Q8TDV0 whole entry, looked up): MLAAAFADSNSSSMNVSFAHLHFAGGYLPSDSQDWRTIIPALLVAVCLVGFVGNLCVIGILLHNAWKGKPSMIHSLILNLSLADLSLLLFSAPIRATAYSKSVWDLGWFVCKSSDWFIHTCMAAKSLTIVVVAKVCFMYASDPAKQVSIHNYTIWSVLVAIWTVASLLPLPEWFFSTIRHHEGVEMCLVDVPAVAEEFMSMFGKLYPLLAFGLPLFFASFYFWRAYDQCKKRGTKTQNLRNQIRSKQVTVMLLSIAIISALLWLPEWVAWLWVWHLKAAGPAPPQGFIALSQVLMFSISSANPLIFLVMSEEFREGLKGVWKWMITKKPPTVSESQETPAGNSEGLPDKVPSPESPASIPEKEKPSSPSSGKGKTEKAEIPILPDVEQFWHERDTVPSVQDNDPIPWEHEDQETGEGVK
# Active calls of the source: *; / = no result given.
# The first 13 records, to show the layout:
SMILES,MITF primary,TEAD-YAP inh,FBW7 activator,GPR151 activ
O=c1/c(=C/c2ccccc2F)sc2nc(-c3cccc([N+](=O)[O-])c3)nn12,-4,1,0.0,0.4
CCC(C)NC(=O)c1cn(CC)c2nc(C)ccc2c1=O (stereo unspecified),12,-48,-0.2,0.1
COc1ccccc1NC(=O)C1CC12CCN(Cc1cc3ccccc3[nH]c1=O)CC2 (stereo unspecified),-9,3,0.0,3.3
Cc1cc(C(=O)Nc2ccc3c(c2)OCCO3)ccc1[N+](=O)[O-],21,-1,0.0,-2.8
CCC(C)n1c(SCc2ccc(C(C)(C)C)cc2)nc2ccsc2c1=O (stereo unspecified),8,5,0.2,0.5
COCc1ccc(C(=O)NC(CC(C)C)c2nnc3n2CCN(CCC(C)C)CC3)o1 (stereo unspecified),-1,1,0.0,1.2
OCCN1CCN(c2ncc(-c3ccc(N4CCOCC4)cc3)n3ccnc23)CC1,10,9,-1.2,0.7
CC(=O)Nc1ccc2nc(SCC(=O)NCc3ccccc3)sc2c1,19,38*,0.3,-1.9
CC(N=c1ccccn1C(=O)Nc1ccc(Cl)cc1)c1ccco1 (stereo unspecified),-2,-29,0.0,1.3
O=C1OC(c2ccccc2)C(O)(c2ccccc2)C12CCCC2 (stereo unspecified),0,1,-0.1,0.9
COc1ccc(N=c2oc3c(C)ncc(CO)c3cc2C(N)=O)c(OC)c1,17,4,0.4,-0.3
C=CCN(c1ccccc1)S(=O)(=O)c1ccc2c(c1)n(C)c(=O)c(=O)n2C,8,10,-0.1,-0.4
O=C(Nc1nc2ccccc2[nH]1)c1ccccc1[N+](=O)[O-],-11,-45,-0.2,-2.1

# Results, previewed entries included:
SMILES,MITF primary,TEAD-YAP inh,FBW7 activator,GPR151 activ
O=c1/c(=C/c2ccccc2F)sc2nc(-c3cccc([N+](=O)[O-])c3)nn12,-4,1,0.0,0.4
CCC(C)NC(=O)c1cn(CC)c2nc(C)ccc2c1=O (stereo unspecified),12,-48,-0.2,0.1
COc1ccccc1NC(=O)C1CC12CCN(Cc1cc3ccccc3[nH]c1=O)CC2 (stereo unspecified),-9,3,0.0,3.3
Cc1cc(C(=O)Nc2ccc3c(c2)OCCO3)ccc1[N+](=O)[O-],21,-1,0.0,-2.8
CCC(C)n1c(SCc2ccc(C(C)(C)C)cc2)nc2ccsc2c1=O (stereo unspecified),8,5,0.2,0.5
COCc1ccc(C(=O)NC(CC(C)C)c2nnc3n2CCN(CCC(C)C)CC3)o1 (stereo unspecified),-1,1,0.0,1.2
OCCN1CCN(c2ncc(-c3ccc(N4CCOCC4)cc3)n3ccnc23)CC1,10,9,-1.2,0.7
CC(=O)Nc1ccc2nc(SCC(=O)NCc3ccccc3)sc2c1,19,38*,0.3,-1.9
CC(N=c1ccccn1C(=O)Nc1ccc(Cl)cc1)c1ccco1 (stereo unspecified),-2,-29,0.0,1.3
O=C1OC(c2ccccc2)C(O)(c2ccccc2)C12CCCC2 (stereo unspecified),0,1,-0.1,0.9
COc1ccc(N=c2oc3c(C)ncc(CO)c3cc2C(N)=O)c(OC)c1,17,4,0.4,-0.3
C=CCN(c1ccccc1)S(=O)(=O)c1ccc2c(c1)n(C)c(=O)c(=O)n2C,8,10,-0.1,-0.4
O=C(Nc1nc2ccccc2[nH]1)c1ccccc1[N+](=O)[O-],-11,-45,-0.2,-2.1
CC(C)C[C@@H]1NC(=O)[C@H]2CN(S(=O)(=O)c3ccc4ccccc4c3)CCN2C1=O,-3,-1,0.1,3.2
O=c1c2cnn(-c3ccc(F)cc3)c2nnn1Cc1ccccc1,4,5,0.8,4.0
CCOC(=O)c1cnc2c(C)cc(C)cc2c1Nc1cccc(O)c1,-5,1,-0.5,-0.6
COc1ccc(C2SCC(=O)N2CCN2CCCCC2)cc1 (stereo unspecified),-4,-6,0.0,-0.5
CNC(=O)CSc1nnc(-c2cccnc2)n1Cc1ccco1,11,2,0.0,1.6
COC(=O)c1sc(-c2ccccc2)cc1NC(=O)c1ccc(S(=O)(=O)N2CC(C)OC(C)C2)cc1 (stereo unspecified),-2,-1,0.1,-1.6
CC(=O)c1c(C)n(CC(N)=O)c2ccccc12,18,6,0.2,1.3
NC1=NC2(CCCCC2)N=C(Nc2ccccc2)N1,8,-3,0.1,-0.3
CCCCOc1ccc(-c2nc(-c3ccccc3Cl)no2)cc1,-2,1,0.0,1.9
Cc1cc(C)n2nc(C(=O)O)cc2n1,-4,-4,0.0,-1.2
CC(=O)c1ccc(NC(=O)[C@H](C)NC(N)=O)cc1,3,-57,0.2,0.5
COc1cccc2c(CO)ccc(N(C)C)c12,9,1,-0.2,-0.7
Cc1ccc(C(=O)NCc2cccnc2)cc1S(=O)(=O)Nc1ccccc1,0,6,0.0,0.9
O=C(NCc1cccnc1)c1csc(Br)n1,6,-6,0.3,-1.2
CC(C)[C@H](NC(=O)OCc1ccccc1)C(=O)N[C@H](C=O)Cc1ccccc1,26,3,0.5,-0.6
COc1ccc(C2CC(C(F)(F)F)n3nc(C(=O)NCc4ccccc4Cl)cc3N2)cc1OC (stereo unspecified),9,2,0.1,1.0
CCC1CCCCN1C(=O)CSc1nc2ccccc2n1CC(=O)NC1CC1 (stereo unspecified),-4,10,0.0,-0.6
CCOC(=O)c1ccc2c(c1)nc(C)n2-c1ccccc1,-5,-34,-0.2,-0.2
CC(C)(C)NC(=O)CSc1nnc(-c2ccco2)n1CC1CCCO1 (stereo unspecified),3,-6,-0.1,-0.3
Cc1ccc(NC(=O)CN2C(=O)C(C(C)C)Oc3ccccc32)nc1 (stereo unspecified),-16,10,0.1,0.2
COc1ccc2oc(=O)c(C(=O)N3CCCCCC3)cc2c1,8,7,0.4,1.1
C=CCOc1c(Br)cc(C2C3=C(CCCC3=O)N(C)C3=C2C(=O)CCC3)cc1OCC,9,-5,0.5,-0.6
CC1CCCCN1S(=O)(=O)c1ccc(C(=O)Nc2cccc3c2C(=O)NC3=O)cc1 (stereo unspecified),3,1,-0.1,-0.1
O=C1CCCC(=O)N1CCS(=O)(=O)N1CCN(c2cccc(Cl)c2Cl)CC1,-12,10,0.0,2.3
CS(=O)(=O)N1CCCC(C(=O)N2CCOCC2)C1 (stereo unspecified),19,-1,0.5,0.7
COc1ccc(/C(C)=N/NC(=O)CNc2ccc(C)cc2)cc1,2,-9,-0.1,0.4
CN(Cc1ccccc1)C(=O)c1ccc(N2CC3CC(C2)c2cccc(=O)n2C3)c([N+](=O)[O-])c1 (stereo unspecified),-2,-10,-0.1,-0.3
Cc1ccccc1CSc1nnc(C)n1N,2,8,0.1,-0.8
CC(C)NC[C@@H](O)COc1cccc2ccccc12,-5,/,0.2,1.9
Cc1ccc(-c2[nH]nc3c2C(c2ccc(C(C)(C)C)cc2)C(C#N)=C(N)O3)cc1 (stereo unspecified),3,-7,0.0,1.7
N#CCCN1CCN(S(=O)(=O)c2ccc(S(=O)(=O)N3CCOCC3)cc2)CC1,-17,-6,-0.1,0.6
Cc1ccc2c(C)nc(N3CCCC(C(=O)N4CCOc5ccccc5C4)C3)nc2c1 (stereo unspecified),-6,-7,0.3,0.6
Cc1noc(C)c1C(=O)N1CCC(c2c(S(C)(=O)=O)cnc3ncnn23)CC1,0,7,0.0,0.7
Cc1cccc(Nc2nnc(-c3ccc(C)c(S(=O)(=O)N(C)C)c3)c3ccccc23)c1,-1,11,-0.2,-1.1
CC1=NN2C(=N)/C(=C/c3cn(CCOc4ccc(Cl)c(C)c4)c4ccccc34)C(=O)N=C2S1,10,-10,0.2,1.6
COc1ccc(-c2nc3c4c(-c5ccccc5)c(-c5ccccc5)oc4ncn3n2)cc1OC,6,1,0.0,0.0
COc1cc(Nc2cc(C)nc(Nc3cc(OC)c(OC)c(OC)c3)n2)cc(OC)c1OC,-4,24,-0.2,0.2
CC1=C(C(=O)OCc2ccccc2)C(c2ccc(C)o2)C2=C(CC(C)(C)CC2=O)N1 (stereo unspecified),9,-14,0.3,-0.4
CN1CCN(c2ccc(-c3cccc(C(=O)NCCN4CCOCC4)n3)cc2)CC1,25,-3,0.3,-0.2
CC(=O)Oc1ccc(N2C(=O)C3C4c5ccccc5C(Cl)(c5ccccc54)C3C2=O)cc1 (stereo unspecified),5,13,0.1,-0.4
CCOC(=O)c1nn(-c2ccccc2)c(=O)c2c(NC(=O)c3cccs3)scc12,9,1,0.7,0.2
O=C(O)c1ccc(NC(=O)c2cnccn2)cc1,10,2,-0.3,2.9
COc1ccc(OC)c(CCNC(=O)c2cc3c(s2)-c2ccccc2S(=O)(=O)C3)c1,16,2,0.0,-0.5
Cc1ccc(C)c(CN[C@H]2C[C@H]3C(=O)N4CCC[C@H]4C(=O)N3C2)c1,11,11,0.9,2.1
Cc1ccc(CNC(=O)c2ccccc2C(=O)O)cc1,7,1,0.8,0.2
CCOc1ccc(C(=O)NC(=S)Nc2cccc([N+](=O)[O-])c2)cc1,-3,-18,0.5,-1.2
O=C(CSc1ccc2nnc(-c3cccs3)n2n1)N1CCN(c2ccccc2)CC1,10,1,-0.2,1.4

# Next part:
SMILES,MITF primary,TEAD-YAP inh,FBW7 activator,GPR151 activ
CC(C)c1ccc(/C=C2\N=C(c3ccc(C4=N/C(=C\c5ccc(C(C)C)cc5)C(=O)O4)cc3)OC2=O)cc1,-1,4,-0.1,1.3
Cc1c(C(=O)N2CCc3ccccc3C2)sc2ncn(CC(=O)N3CCC(C)CC3)c(=O)c12,-5,23,-0.2,1.2
CCSCCOC(=O)C1=C(C)NC2=C(C(=O)CC(c3ccc(OC)cc3)C2)C1c1ccccc1F (stereo unspecified),-8,-6,0.2,-1.3
CC1(c2ccccc2)NC(=O)N(Nc2ncnc3sc4c(c23)CCC4)C1=O (stereo unspecified),-3,3,-0.1,-0.7
O=C(CSC1=Nc2ccccc2C2=NC(Cc3c[nH]c4ccccc34)C(=O)N12)c1ccc(F)cc1 (stereo unspecified),5,-8,-0.2,-0.4
Cc1ccc(CNC(=O)Cn2cnc3c(cnn3-c3cccc(C)c3C)c2=O)cc1,13,9,0.2,-2.0
CCOC(=O)CS(=O)(=O)c1ccc(C(=O)N2CCc3ccccc32)cc1[N+](=O)[O-],1,-9,-0.4,-1.0
CCc1cc2c(=O)c(-c3nc4ccccc4s3)c(C)oc2c(CN2CCCCC2)c1O,0,-1,-0.1,0.5
COc1ccc(NC(=O)c2ncn[nH]2)cc1OC,23,8,-0.8,0.4
N#Cc1c(NC(=O)c2ccccc2F)sc2c1CCC2,6,-31,0.3,3.4
Cc1cccc(-n2cnc3cc([N+](=O)[O-])ccc32)c1,7,-21,0.0,-0.4
Cc1cccc(CCNS(=O)(=O)c2ccc(-n3cnnn3)c(C)c2)c1,1,0,0.1,-0.2
O=C1OC(c2ccc(Cl)cc2Cl)=N/C1=C\c1ccc([N+](=O)[O-])o1,56*,-1,-0.3,-0.5
Cc1cc(N2CCN(C)CC2)n2nc(-c3cccc(F)c3)cc2n1,1,4,-0.3,-0.1
COC(=O)c1ccc(NC(=O)CCC(CC(C)C)C(=O)O)cc1 (stereo unspecified),-7,-2,-0.1,-0.7
COc1ccccc1CNC(=O)CC#N,-6,13,0.0,0.3
Nc1ccccc1-c1n[nH]c(=O)[nH]c1=O,7,6,0.1,1.7
Nc1c(C(=O)c2ccc(Br)s2)oc2ccc(Br)cc12,10,-8,0.1,-1.5
CCOC(=O)N1CCC(NC(=O)c2cc3c(=O)[nH]c4ccccc4c3n2C)CC1,10,7,0.6,0.2
CC/C(=N\NC(=O)c1ccco1)c1ccccc1,-19,-45,0.1,0.1
CC(C)OCCCN1C(=O)c2[nH]nc(-c3ccccc3O)c2C1c1cccc(O)c1 (stereo unspecified),-1,-1,-0.1,-1.2
COc1ccc(C2CC(c3ccccc3)=NN2C(=O)c2ccc(C)cc2)cc1 (stereo unspecified),3,-26,0.1,-0.3
COc1ccc(COC(=O)C2=C(C)NC3=C(C(=O)CCC3)C2c2cc(OC)ccc2OC)cc1 (stereo unspecified),16,-5,0.7,0.1
COc1ccc(-c2noc(/C=C/c3ccc(OC)c(OC)c3)n2)cc1,9,-5,0.1,-0.5
O=C(Nc1c[nH]c(=O)[nH]c1=O)C(F)(F)F,5,4,-0.1,0.7
O=C(Nc1ccc(S(=O)(=O)N2CCOCC2)cc1)c1cc(Cl)ccc1Cl,1,1,0.0,0.7
C=CCN1C(=O)C2(OCCCO2)c2ccccc21,3,4,0.1,-1.5
CCOc1cc2c(cc1OCC)C(c1ccc(F)c(Oc3ccccc3)c1)NCC2 (stereo unspecified),8,8,0.0,-0.7
O=C(Nc1cccc(C(=O)N2CCCC2)c1)c1ccccc1Cl,-5,10,-0.1,-0.4
COC(=O)CN(CCN(CC(=O)O)CC(=O)OC)CC(=O)O,55*,-12,0.6,0.0
CC(=O)OC1COC(n2ccc3cc([N+](=O)[O-])ccc32)C(OC(C)=O)C1OC(C)=O (stereo unspecified),11,-3,-0.1,0.2
CC(C)N(C(=O)C12CC3CC(CC(C3)C1)C2)c1ccccn1,-11,-7,-0.1,1.9
CCC(C)N(C)C1CCN(C(=S)Nc2cccc(OC)c2)CC1 (stereo unspecified),2,2,0.0,-0.4
CC1(C2CC2)NC(=O)N(CC(=O)Nc2ccccc2C#N)C1=O (stereo unspecified),12,11,0.2,-0.6
COC(=O)c1c(NC(=O)COc2cc(C)c(Cl)c(C)c2)sc2c1CCC(C)C2 (stereo unspecified),9,-5,0.2,-0.8

# Hits appear at their usual frequency (roughly 3.4% active in at least one column).
